DDE Tn6 FP inh: DD(E)-Tn6 binding inhibition, primary FP screen; P02675; Fibrin DD(E) TRITC-Tn6 fluorescence polarization displacement; inhibition, % at 8.3 µM; 0.21% of 370,000 active; AID 720509;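 active = inhibition above a per-campaign cutoff: mean of compounds within control limits plus 3 SD, cut at about 15% in these data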;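 also: 0% = median of all compound wells on the plate and 100% = blocking peptide control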
ARFGAP1 inh: rat ARFGAP1 inhibition; 0.26% of 360,000 active; AID 651572; Q62848; inhibition, % at 16.5 µM; Arfgap1-stimulated ARF1 GTP hydrolysis, GDP FP detection;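 active = inhibition above a per-plate limit, mean inhibition of low control wells plus 3 SD, cut at about 25% in these data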;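 also: 0% = DMSO wells with enzyme and 100% = wells lacking Arfgap1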
Target sequence (Q62848 1-136 limits assumed): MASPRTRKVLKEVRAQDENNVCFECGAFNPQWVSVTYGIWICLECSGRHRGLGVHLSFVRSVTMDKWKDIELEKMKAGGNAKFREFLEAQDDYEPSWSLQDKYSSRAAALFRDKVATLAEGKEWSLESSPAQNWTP
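system = rat Arfgap1 catalytic domain, aa 1-136 | technique = FP, GDP Alexa 633 tracer displaced from anti-GDP antibody, 620/688 nm | compound = one concentration, 16.5 µM, DMSO 1.26% | medium = HEPES-based buffer, pH 7.5 | timing = compound-enzyme preincubation 20 min, reaction 120 min, detection 60 min, 25 °C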
ADAM10 inh: ADAM10 inhibition, QFRET primary screen. O14672. recombinant ADAM10, EDANS/DABCYL FRET peptide cleavage, 3 h. 0.62% of 370,000 active. inhibition, % at 7 µM;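 active = inhibition above a per-campaign cutoff equal to the mean of compounds falling between control-based bounds plus 3 SD, cut at about 20% in these data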;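 also: 0% = DMSO wells while the 100% control is not disclosed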
Target sequence (O14672 214-748 limits assumed): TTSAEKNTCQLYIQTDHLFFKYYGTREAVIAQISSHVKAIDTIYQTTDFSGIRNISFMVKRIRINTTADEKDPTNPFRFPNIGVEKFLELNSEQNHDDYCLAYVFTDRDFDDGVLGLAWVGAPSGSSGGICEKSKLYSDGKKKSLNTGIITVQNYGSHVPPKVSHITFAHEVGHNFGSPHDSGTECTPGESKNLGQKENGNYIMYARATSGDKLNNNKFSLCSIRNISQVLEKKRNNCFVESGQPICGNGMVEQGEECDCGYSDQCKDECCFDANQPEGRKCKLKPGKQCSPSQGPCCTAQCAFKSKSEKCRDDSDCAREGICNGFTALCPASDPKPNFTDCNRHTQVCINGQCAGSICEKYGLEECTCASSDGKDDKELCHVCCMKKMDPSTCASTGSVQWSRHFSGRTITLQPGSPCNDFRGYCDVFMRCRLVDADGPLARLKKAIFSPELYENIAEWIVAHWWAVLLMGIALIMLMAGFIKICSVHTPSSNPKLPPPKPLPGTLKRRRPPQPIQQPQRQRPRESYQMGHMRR
TDP2 inh: TDP2 (human) inhibition, absorbance primary screen | O95551 | recombinant TDP2, T5PNP hydrolysis, p-nitrophenol absorbance 415 nm | inhibition, % at 12.8 µM | 0.34% of 370,000 active | AID 720702;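 active = inhibition above the mean of all tested compounds plus 3 SD, set per campaign, cut at about 25% in these data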;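 also: 0% = DMSO with enzyme and 100% = buffer with substrate but no TDP2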
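System: recombinant human TDP2 / Amount: 120 nM TDP2 per well / Also added: 5 mM T5PNP chromogenic substrate / Doses: 12.8 µM single point, 1% DMSO / Incubation: 2 h at 37 °C / Detection: p-Nitrophenol epi absorbance / Evaluation: % inhibition relative to enzyme-containing and enzyme-free wells / Repeats: singlicate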
ADAM17 inh: inhibitors of human ADAM17; P78536; recombinant ADAM17, EDANS/DABCYL FRET peptide cleavage; inhibition, % at 6.95 µM; 0.83% of 370,000 active;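 active = inhibition above the mean of compounds lying between control limits plus 3 SD, set per campaign, cut at about 8.5% in these data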;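 also: 0% = DMSO-only wells as the low control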
ASAP1 inh: blocks human ASAP1-stimulated Arf1 GTP hydrolysis | Q9ULH1 | GDP FP detection | inhibition, % at 16.5 µM | 0.19% of 360,000 active; in the data active = inhibition above about 25%;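 also: 0% = vehicle with enzyme and substrate and 100% = no enzyme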
Target sequence (Q9ULH1 325-724 limits assumed): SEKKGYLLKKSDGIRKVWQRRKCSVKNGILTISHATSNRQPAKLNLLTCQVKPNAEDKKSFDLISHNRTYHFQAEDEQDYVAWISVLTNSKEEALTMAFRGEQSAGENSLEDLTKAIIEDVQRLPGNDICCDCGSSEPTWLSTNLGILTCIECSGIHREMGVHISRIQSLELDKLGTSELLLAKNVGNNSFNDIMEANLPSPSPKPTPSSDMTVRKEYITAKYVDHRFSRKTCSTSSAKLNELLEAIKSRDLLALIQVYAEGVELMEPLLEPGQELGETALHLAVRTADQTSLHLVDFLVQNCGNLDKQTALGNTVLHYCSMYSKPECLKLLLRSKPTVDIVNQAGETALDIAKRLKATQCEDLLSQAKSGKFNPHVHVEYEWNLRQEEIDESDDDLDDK
PLC-gamma1 inh: PLC-gamma1 (human) inhibition, primary screen. inhibition, % at 12.2 µM. P19174. purified PLC-gamma1, fluorogenic substrate, fluorescence. AID 720700. 0.84% of 370,000 active; in the data active = inhibition above about 9.5%
Tn7 DDE FP: disrupts Tn7 cyclic peptide binding to fibrin D-Dimer-E complex; P02675; FP displacement of FITC-Tn7 peptide from fibrin DD(E); 0% = median of compound wells per plate; inhibition, % at 8.3 µM; 0.13% of 370,000 active; AID 720508;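 active = inhibition above the mean of compounds falling within the control limits plus 3 SD of them, cut at about 14% in these data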;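 also: 0% = plate median of compound wells and 100% = 10 µM Aha-Tn7 peptide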
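Measure: % inhibition scaled between sample-field median and high-control FP; Test system: human fibrin DD(E); Quantity: 2 µM final DD(E) protein; Doses: one dose, 8.3 µM nominal; Schedule: compound with protein 10 min, then 3 h after probe, room temperature; Detection: fluorescence polarization; Medium: Tris buffer with calcium and detergent, pH 7.8.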
PLC-beta3 inh: PLC-beta3 (human) inhibition, primary screen; Q01970; Purified PLC-beta3, fluorogenic substrate, fluorescence; inhibition, % at 12.2 µM; 0.18% of 370,000 active; in the data active = inhibition above about 11%;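 also: 0% = median of compound wells on plate and 100% = full blocker control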
SIAE primary: human SIAE inhibition, primary screen. Q9HAT2. SIAE FP-Rh probe binding, fluorescence polarization. inhibition, % at 9.66 µM. 0.69% of 370,000 active. AID 1053197;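 active = inhibition above a cutoff: mean of compounds within the control limits plus 3 SD of those, cut at about 17% in these data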;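 also: 0% = plate median of compound wells and 100% = probe without SIAE protein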
* = called active by the depositor; i = inactive; nt = no result given.

SMILES | DDE Tn6 FP inh | ARFGAP1 inh | ADAM10 inh | TDP2 inh | ADAM17 inh | ASAP1 inh | PLC-gamma1 inh | Tn7 DDE FP | PLC-beta3 inh | SIAE primary
CCN1C(=O)c2cccc3c(S(=O)(=O)N4CCCC4C(=O)O)ccc1c23 (stereo not drawn) | -5 | 7 | -214 | 12 | -97 | 9 | i | 1 | i | 5
CC1(C(=O)Nc2ccc3c(c2)OCO3)CCN1C(=O)Cc1cc(F)ccc1F (stereo not drawn) | 4 | 5 | -8 | 3 | -3 | -3 | 1 | -1 | 2 | 1
COc1ccc(C(=O)c2ccc(OC)c(Br)c2)cc1Br | -1 | 3 | 4 | 9 | 0 | -11 | -3 | -1 | 0 | -8
COc1ccc(Br)cc1S(=O)(=O)N(CC(=O)N1CCOCC1)c1ccccc1 | -9 | 12 | -4 | -12 | -4 | 4 | 3 | 4 | 2 | -5
CCCC(=O)OC[C@H]1CN(C2CCCC2)S(=O)(=O)c2c(Oc3ccc(C(C)(C)C)cc3)cccc2O1 | -8 | -1 | -6 | 4 | -1 | -2 | 1 | 5 | 0 | 0
Cc1cc(OCC(=O)NCCc2c[nH]c3ccccc23)c2c(C)c(C)c(=O)oc2c1 | -1 | 10 | -19 | -6 | -2 | 11 | 2 | -3 | 0 | 2
Nc1[nH]n(-c2ccccc2)c(=O)c1N=Nc1ccc(F)cc1 | -5 | nt | 4 | -1 | 3 | nt | 0 | 6 | 4 | 11
Cc1cccc(C)c1N1CCN(S(=O)(=O)c2ccccc2)CC1 | 4 | 14 | 3 | -6 | 2 | 3 | 0 | 7 | 0 | 6
O=C(CN1CCCN(Cc2ccc(F)cc2Cl)C1=O)NC1CCCCCCC1 | -1 | -2 | -1 | 0 | -3 | -6 | 0 | 5 | -3 | 5
Cc1ccc(NCc2nnc(SCC(=O)O)n2Cc2ccccc2)cc1Cl | 1 | -6 | 10 | -6 | -1 | 11 | -7 | -6 | 1 | 5
CC(C)OCCCNC(=O)c1ccccc1NC(=O)C1=CSCCO1 | -3 | 1 | 4 | 6 | 1 | 2 | 4 | -5 | -1 | -4
O=C(CCc1nnc(-c2ccsc2)o1)N1CCc2c(Cl)cccc2C1 | -3 | 4 | 1 | 7 | -1 | 10 | -2 | 0 | -2 | 0
Cc1cc(N)ccc1N=Nc1c(C)n(C)n(-c2ccccc2)c1=O | -3 | 4 | 0 | -3 | 1 | -6 | 1 | -5 | 2 | 6
Cc1cc(C)n(C(=O)CCCn2nc(C)c([N+](=O)[O-])c2C)n1 | 0 | -2 | 1 | 10 | -1 | -10 | -3 | 2 | -5 | 3
Cc1ccc(CNC(=O)C2CC(=O)N(C3CCCCCCC3)C2)cc1 (stereo not drawn) | 4 | -9 | 8 | -9 | 3 | -2 | 3 | -2 | 3 | -1
NC(=O)NC(c1ccc(Cl)cc1)c1ccccc1Cl (stereo not drawn) | -3 | -4 | 6 | -8 | -1 | 7 | 0 | 1 | -3 | 0
Clc1ccc(C2=NCCn3nc4ccccc4c32)cc1 | 6 | -8 | -14 | -9 | -8 | 13 | -19 | 4 | -35 | -1
CC(C)NC(=O)NC(=O)CSc1ncccn1 | -4 | 0 | -107 | 1 | -28 | -1 | -11 | -3 | -14 | 1
COC(=O)C1(CC2CC(c3cccc(Br)c3)=NO2)CCN(C(=O)OC(C)(C)C)CC1 (stereo not drawn) | 0 | 6 | 10 | -10 | 4 | 6 | 7 | -7 | -3 | -5
Cc1c(NC(=O)c2ccc(-c3ccccc3)cc2)cccc1C(=O)O | 3 | 10 | 3 | -7 | -1 | -1 | 3 | 2 | -3 | -2
Cc1c(C(=O)O)c2cc(O)ccc2n1-c1ccccc1 | 4 | 4 | -3 | 1 | -1 | -12 | 0 | 9 | -3 | 8
O=C1Cc2cc(S(=O)(=O)N3CCN(c4ccc(O)cc4)CC3)ccc2N1 | -3 | 13 | -2 | 8 | -2 | 14 | -5 | -4 | -7 | 14
Cc1ccc(S(=O)(=O)N2CCCC(C(=O)NCc3ccco3)C2)cc1 (stereo not drawn) | -4 | nt | 4 | -5 | 2 | nt | 4 | -4 | 4 | 1
COc1ccc(N2CCN(C3CC(=O)N(C)C3=O)CC2)cc1 (stereo not drawn) | 2 | -8 | -2 | -9 | -2 | -18 | -1 | 5 | -1 | 7
CCn1ccnc1C(O)c1cccc(OC)c1OC (stereo not drawn) | -3 | 5 | -1 | 11 | 1 | 13 | 4 | -5 | 6 | 8

In another format: results already given.
Cc1cc(OCC(=O)NCCc2c[nH]c3ccccc23)c2c(C)c(C)c(=O)oc2c1
  DDE Tn6 FP inh: -1
  ARFGAP1 inh: 10
  ADAM10 inh: -19
  TDP2 inh: -6
  ADAM17 inh: -2
  ASAP1 inh: 11
  PLC-gamma1 inh: 2
  Tn7 DDE FP: -3
  PLC-beta3 inh: 0
  SIAE primary: 2
Nc1[nH]n(-c2ccccc2)c(=O)c1N=Nc1ccc(F)cc1
  DDE Tn6 FP inh: -5
  ARFGAP1 inh: nt
  ADAM10 inh: 4
  TDP2 inh: -1
  ADAM17 inh: 3
  ASAP1 inh: nt
  PLC-gamma1 inh: 0
  Tn7 DDE FP: 6
  PLC-beta3 inh: 4
  SIAE primary: 11

(next part)
SMILES | DDE Tn6 FP inh | ARFGAP1 inh | ADAM10 inh | TDP2 inh | ADAM17 inh | ASAP1 inh | PLC-gamma1 inh | Tn7 DDE FP | PLC-beta3 inh | SIAE primary
CCN(CC(=O)Nc1ccccc1C(F)(F)F)C(=O)CCS(=O)(=O)c1ccc(Cl)cc1 | 1 | 2 | -6 | 8 | -3 | -20 | 1 | 2 | -5 | 4
Cc1c(C)c2ccc(OCC(=O)N3CCOCC3)c(C)c2oc1=O | 8 | 10 | -370 | -4 | -111 | 11 | -30 | 6 | -43 | 2
O=C1CCN(C(=O)Nc2cccc(Cl)c2)N1 | 2 | -11 | 3 | 3 | 1 | 4 | 1 | 0 | 2 | -8
CCCOc1ccc(N2C(=O)CC(SC(=N)N3N=C(c4ccccc4)CC3c3ccccc3)C2=O)cc1 (stereo not drawn) | -4 | -6 | -13 | 13 | -6 | 6 | -1 | 4 | -1 | 0
CC(=O)Nc1cccc(C(=O)OC(C)C(=O)NCc2ccc3c(c2)OCO3)c1 (stereo not drawn) | 0 | 2 | -6 | -4 | -5 | 0 | 9.9* | 8 | -8 | -1
O=S(=O)(NCc1nc(-c2ccccc2)no1)c1ccc(F)cc1 | -2 | -5 | 7 | 11 | 3 | 3 | 0 | 4 | -6 | 6
C/C(Cc1ccccc1)=N\NC(=O)CNC(=O)c1ccccc1Cl | 1 | 3 | -1 | -9 | -4 | -11 | -4 | -1 | -7 | -3
CC(=O)Nc1ccc(S(=O)(=O)N[C@@H](C)C(=O)OCC(=O)c2ccc[nH]2)cc1 | -7 | 4 | -3 | 0 | -5 | -4 | -3 | 4 | 1 | 3
CN(C)S(=O)(=O)c1ccc(NC(=O)C2CC(=O)N(Cc3ccccc3)C2)cc1 (stereo not drawn) | -3 | -6 | -6 | 6 | -3 | -7 | -1 | 6 | 2 | 2
CCN1CCN(CCOc2ccc(Cl)cc2)CC1 | -3 | 2 | -5 | 12 | -1 | 12 | 0 | 3 | 2 | 6
Cc1ccc(OCC(=O)O)c(O)c1 | -2 | 4 | -2 | 13 | -1 | -8 | -5 | -3 | -2 | 3
COc1ccc(N(C(=O)c2ccc3c(c2)OCO3)C2C=CS(=O)(=O)C2)c(OC)c1 (stereo not drawn) | 11 | 2 | 7 | 7 | 2 | 0 | 3 | -5 | -1 | 5
COc1ccc(OCc2n(CC(=O)OC3CC(C)CCC3C(C)C)c3ccccc3[n+]2C)cc1 (stereo not drawn) | 0 | -3 | 7 | -9 | 1 | -7 | 3 | -6 | -3 | 11
N#Cc1c(SCC(N)=O)nc2c(c1-c1ccncc1)CCCC2 | 1 | -13 | -12 | -12 | -7 | 10 | -2 | 8 | -8 | -2
CC1(c2nnc(-c3cccc(Cl)c3)o2)CC(c2ccc(Cl)cc2)=NO1 (stereo not drawn) | -6 | 1 | 5 | -1 | 0 | -8 | -1 | 3 | -3 | -6
O=C(Cn1nc2n(c1=O)-c1ccccc1SC2)N/N=C/c1ccncc1 | 4 | -3 | -1 | -8 | -5 | -13 | -1 | 7 | -5 | -6
Cc1cc(Cl)c(OCCOCCN2CCCCC2)c(Br)c1 | 5 | -6 | 0 | 11 | 1 | 6 | 2 | 3 | 1 | 3
Fc1cccc(NC(=S)N2CCCCC2)c1 | 7 | 7 | -2 | 4 | -3 | 3 | 0 | -2 | 2 | 8
Cc1ccc(C(=O)C2CCN(CC(=O)N3CCN(c4ccc(F)cc4)CC3)CC2)cc1 | -2 | 6 | 7 | 10 | 1 | 1 | -1 | 8 | 1 | 5
COC(=O)CCc1c(C)c(C(=O)c2ccc(F)cc2)c2ccccn12 | -3 | 1 | -3 | -3 | -2 | 0 | -58 | 5 | -52 | 5
CC(=O)c1cccc(NC(=O)c2ccc3c(c2)C(=O)N(Cc2cccnc2)C3=O)c1 | -2 | 7 | 0 | 7 | 0 | 0 | 0 | -5 | 0 | -3
CCCOc1ccc(/C=C/C(=O)N2CCN(C(=O)c3ccco3)CC2)cc1OC | -2 | 7 | -124 | -12 | -35 | -6 | -38 | 1 | -38 | 0
CCCOC(=O)c1ccc(Oc2c(-c3ccc(OCC)cc3O)n[nH]c2C)cc1 | -7 | 20 | 19 | -12 | 9.8* | 13 | 2 | -5 | 1 | -20
CCOC(=O)CSc1nc2ccccc2c(=O)n1Cc1ccco1 | 4 | -5 | 1 | -3 | -4 | 0 | -2 | 2 | -2 | 0
Cn1c(CNC(=O)c2ccco2)nnc1SCC(=O)N1CCN(c2ccccc2)CC1 | -10 | 2 | -5 | 7 | -2 | 3 | -2 | -3 | -8 | -4
Cc1cc(C)n2nc(SC(C)C(=O)N(C)C3CCCCC3)nc2n1 (stereo not drawn) | -2 | 5 | -2 | 3 | -2 | 19 | 1 | 1 | 1 | -1
O=C(COc1ccccc1)NCc1cccs1 | -1 | -4 | -2 | -6 | -1 | -1 | 0 | -6 | 2 | 15
CCOCCCNCC(O)c1ccccc1 (stereo not drawn) | -5 | 2 | -6 | 9 | -5 | -3 | 6 | -2 | -1 | 1
CCCc1cc(=O)n2[nH]c(NCc3c(F)cccc3Cl)nc2n1 | 2 | 5 | -6 | -6 | 7 | 15 | 3 | 2 | 0 | 4
O=C(NC1CCCCC1)C(c1ccc(F)cc1)N(C(=O)c1csnn1)C1CC1 (stereo not drawn) | 0 | 6 | 8 | 5 | -2 | 2 | 0 | 6 | -3 | 5

Taken from above.
Entry for `Cc1cc(C)n2nc(SC(C)C(=O)N(C)C3CCCCC3)nc2n1` (stereo not drawn) under ADAM10 inh: -2
Entry for `COc1ccc(OCc2n(CC(=O)OC3CC(C)CCC3C(C)C)c3ccccc3[n+]2C)cc1` (stereo not drawn) under PLC-beta3 inh: -3
